# hcGAS lum = blocks human cGAS activity. 290,000 tested, 0.081% active. recombinant h-cGAS, ATP depletion, Kinase-Glo luminescence. Q8N884. inhibition, % at 12.5 µM;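 note: 0% = vehicle reaction and 100% = reaction without DNA for no activity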
# Target sequence (Q8N884 whole entry, looked up): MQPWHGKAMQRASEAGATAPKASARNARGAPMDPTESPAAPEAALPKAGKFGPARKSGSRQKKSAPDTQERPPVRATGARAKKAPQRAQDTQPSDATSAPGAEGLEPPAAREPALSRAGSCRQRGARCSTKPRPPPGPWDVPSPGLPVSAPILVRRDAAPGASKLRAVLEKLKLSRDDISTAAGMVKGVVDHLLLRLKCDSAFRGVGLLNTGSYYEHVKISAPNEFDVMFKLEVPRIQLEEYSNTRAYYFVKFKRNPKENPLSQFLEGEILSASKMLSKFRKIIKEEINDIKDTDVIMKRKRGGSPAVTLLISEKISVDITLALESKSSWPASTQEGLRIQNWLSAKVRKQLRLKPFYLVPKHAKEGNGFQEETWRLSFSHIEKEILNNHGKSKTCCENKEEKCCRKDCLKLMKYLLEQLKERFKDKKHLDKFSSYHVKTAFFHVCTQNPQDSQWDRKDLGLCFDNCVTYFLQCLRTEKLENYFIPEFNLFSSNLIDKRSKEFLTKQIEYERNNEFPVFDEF
# mcGAS inh = blocks mouse cGAS activity. Q8C6L5. 160,000 tested, 0.15% active. recombinant cGAS, Kinase-Glo ATP depletion luminescence. AID 1259399. inhibition, % at 12.5 µM;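 note: 0% = negative control wells and 100% = reference inhibitor with no enzyme activity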
# NPYLR7 agonist = activates Aedes aegypti NPYLR7 receptor. AID 1259423. 270,000 tested, 0.15% active. HEK293T NPYLR7/Galpha15, GCaMP6s calcium fluorescence. activation, % at 10 µM; in the data active = activation above about 40%;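 note: 0% = vehicle and 100% = reference agonist at the receptor; some compounds past the cut are filed as inactive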
# An asterisk follows results filed as active; / = no result given; & = joins results of further samples. Cut-off read from the data, not from the text of the source, unless noted: active = inhibition above about 40%; inactive = the rest.
molecule | hcGAS lum | mcGAS inh | NPYLR7 agonist
CCNC(=O)CC1=CSC2=NC(c3ccccc3)=C(C(=O)OCC)C(c3ccc(C)cc3)N12 (centres undefined) | 1.7 | / | 3.0
CNCCCC1Sc2ccccc2Oc2ccccc21 (centres undefined) | -6.3 | / | -5.3
Nc1cc(-c2cccc(C(F)(F)F)c2)nn1-c1ccc(C(=O)Nc2cccc(Cl)c2)cc1 | -4.3 | / | -2.7
COC(=O)C1=C(C)NC2=C(C(=O)CC(c3ccccc3Cl)C2)C1c1ccccc1OC (centres undefined) | -1.2 | -3.6 | -6.0
CC(Cc1ccco1)NS(=O)(=O)C1=Cc2ccccc2CC1 (centres undefined) | 0.7 | / | -24.7
Cc1ccc(F)c(S(=O)(=O)N2CCN(CC(OCc3c(F)cccc3F)c3ccc(Cl)cc3)CC2)c1 (centres undefined) | -4.4 | -6.4 | /
Nc1nc(Nc2ccccc2)nc(C(F)(F)F)n1 | 1.3 | -3.0 | 2.8
Cc1ccc(C(=O)Nc2sc3c(c2C(=O)Nc2ccccc2)CCCC3)cc1 | -1.7 | -6.0 | -9.3
O=C(C1CCC1)N1CCCC(OCc2cc(F)cc(F)c2)C1 (centres undefined) | -0.3 | -3.6 | -4.2
CC1(C(=O)NCc2ccc3c(c2)OCO3)CCN1C(=O)Cc1cccc2ccccc12 (centres undefined) | -3.8 | 0.2 | -1.6

# (list continues)
molecule | hcGAS lum | mcGAS inh | NPYLR7 agonist
Cc1ccc2c(CC(=O)N3CCOCC3)c(Br)oc2c1 | -4.4 | / | -0.6
CCCC(C)NC(=O)CN1C(=O)NC(CC)(c2ccccc2)C1=O (centres undefined) | -6.8 | / | -4.1
CC(CCc1ccccc1)NC(=O)c1ccc(-c2n[nH]c3c2CCCc2ccccc2-3)cc1 (centres undefined) | -2.0 | -5.6 | /
Cc1ccccc1C1c2ccsc2CCN1C(=O)CNCc1ccco1 (centres undefined) | 2.2 | -6.5 | -11.2
C=C(C)Cn1c(SCCCCCCC)nc2c1c(=O)n(C)c(=O)n2C | -1.1 | / | 8.0
Cc1nnc(SCC(=O)NC2CCCCC2C)n1C1CCCCC1 (centres undefined) | 0.4 | / | 6.0
COc1ccc(-c2noc(CN3c4ccccc4CCC3C)n2)cc1OC (centres undefined) | -6.2 | -6.3 | -5.5
CN(C)c1ncncc1NC(=O)Cc1cccc(F)c1 | -6.8 | -8.0 | 12.1
CCc1nc(CN2CCCC(CNC(=O)NC(C)(C)C)C2)c(C)[nH]1 (centres undefined) | -2.2 | / | 2.1
COc1ccc(OCCSc2nnc(Nc3ccccc3OC)s2)cc1 | 1.9 | / | 3.7

# Next section.
molecule | hcGAS lum | mcGAS inh | NPYLR7 agonist
COc1ccc(C2=NN(S(C)(=O)=O)C(c3cccc(OC)c3OC)C2)cc1OC (centres undefined) | 7.1 | / | -0.3
COc1cccc(-c2nnc3ccc(OCCNC(=O)C4CC4)nn23)c1 | -0.9 | -5.8 | -11.3
COc1cccc(-n2c(=O)[nH]c3c(C(N)=O)nc(-c4ccc(Cl)c(Cl)c4)nc32)c1 | 3.7 | / | 12.7
O=C(NC1CCN(c2ccccc2C(=O)NCC2CCCCC2)CC1)c1ccc(C(F)(F)F)cc1 | -3.2 | -3.6 | 9.0
Cc1c(O)cc(C(=O)N2CCCC(c3[nH]ncc3-c3ccccc3)C2)cc1O (centres undefined) | 0.8 | / | -3.8
Cc1ccc(CN(C)C(C)c2nc(N)nc(Nc3ccccc3)n2)o1 (centres undefined) | -7.4 | / | 0.7
COc1ccc(NC(=O)COC(=O)Cc2ccc(C)c(C)c2)cc1OC | -9.6 | -15.7 | -1.7
COc1ccc(OC)c(N2C(=O)CSC2c2ccccc2NC(=O)C2CCCCC2)c1 (centres undefined) | 1.9 | -0.2 | -0.8
COCC(C)NCc1ccccc1CN1CCCC1=O (centres undefined) | -7.0 | -12.3 | 15.6
CCn1c(C2CC(=O)N(CCc3ccccc3)C2)nc2ccccc21 (centres undefined) | -11.2 | -6.6 | 4.6

# New compounds follow:
molecule | hcGAS lum | mcGAS inh | NPYLR7 agonist
O=C(Cn1cnc2c(nnn2-c2ccc(F)cc2)c1=O)N1CCCCCC1 | -0.5 | / | 7.7
C(=NN1CCOCC1)c1cn(-c2ccccc2)nc1-c1cc2ccccc2o1 | -7.6 | / | 2.6
CCCc1nc(N2CCN(C(=O)c3ccccc3OC)CC2)c2c3c(sc2n1)CN(CC)CC3 | -5.4 | -7.1 | /
Cc1ccc(CN(Cc2ccccc2)C(=O)CN(CCN2CCOCC2)C(=O)c2ccc(C(F)(F)F)cc2)o1 | -1.7 | -4.3 | 7.4
CCCCc1cn(C2CCN(C(=O)C3CC(=O)N(C(C)(C)C)C3)CC2)nn1 (centres undefined) | -5.3 | / | 17.6
COc1ccc(Cn2cnc3c4ccccc4n(CC(=O)NCc4cccc(OC)c4)c3c2=O)cc1 | -4.0 | -7.4 | 3.3
CC(C)N(Cc1nccn1Cc1ccc(Cl)cc1Cl)C(=O)c1ccco1 | -4.5 | -2.2 | -5.8
Cc1ccc(-c2c(C)oc(C)c2C(=O)NCCC(c2ccccc2)c2ccccc2)cc1 | -2.7 | -3.3 | -2.9
Cc1ncn(CC(=O)N2CCC3(CCC(=O)N(CCN(C)C)C3)CC2)c1C | -15.3 | -5.0 | /
O=C(c1cc(=O)c2ccccc2o1)N1Cc2cnn(CCO)c2C1 | -1.5 | -16.3 | 18.2

# The listing continues:
molecule | hcGAS lum | mcGAS inh | NPYLR7 agonist
CC(C)CCOC(C)C(=O)N1CC2CCCN2Cc2ccccc21 (centres undefined) | -10.7 | / | 9.5
COc1ccccc1Cc1nc2c(c(N3CCOCC3)n1)CN(C(=O)c1ccc([N+](=O)[O-])cc1)CC2 | -14.3 | -5.5 | -3.3
O=C(C1COc2ccccc2O1)N1CCN(Cn2c(=O)oc3ccccc32)CC1 (centres undefined) | -2.5 | / | -0.9
CC(=O)c1c(C)[nH]c(C(=O)N(CC(C)C)CC(C)C)c1C | -9.9 | / | 8.1
Cc1cc(OS(=O)(=O)c2ccc(Cl)cc2)cc2c1C(=O)/C(=C/c1ccncc1)O2 | 1.1 | 3.1 | -4.9
COc1ccc(/C=C2N=C(/C=C/c3ccc(Cl)cc3)OC/2=O)c(OC)c1 | 5.7 | 6.8 | 22.3
Nc1nnc(SCC(=O)NCc2ccco2)s1 | -6.0 | / | -6.5
Cc1ccc(C(CN2CCOCC2)NS(=O)(=O)c2cccc(Br)c2)cc1 (centres undefined) | -3.7 | -9.9 | 3.5
N#Cc1cc2[nH]c3ccccc3c2n(-c2ccc([N+](=O)[O-])cc2)c1=N | 1.7&5.2 | -1.1 | 0.6&1.9
Cc1c(C(=O)N2CCN(C(=O)CCc3ccccc3)CC2)cc(-c2ccc(Cl)cc2)n1-c1cccc(F)c1 | -8.9 | -6.4 | /

# Next section, starting with the last 3 of the part before.
molecule | hcGAS lum | mcGAS inh | NPYLR7 agonist
Cc1ccc(C(CN2CCOCC2)NS(=O)(=O)c2cccc(Br)c2)cc1 (centres undefined) | -3.7 | -9.9 | 3.5
N#Cc1cc2[nH]c3ccccc3c2n(-c2ccc([N+](=O)[O-])cc2)c1=N | 1.7&5.2 | -1.1 | 0.6&1.9
Cc1c(C(=O)N2CCN(C(=O)CCc3ccccc3)CC2)cc(-c2ccc(Cl)cc2)n1-c1cccc(F)c1 | -8.9 | -6.4 | /
COC(=O)c1cc(=O)c2ccccc2[nH]1 | -6.9 | -8.0 | /
CN(CCn1ccc2ccccc21)Cc1ncc[nH]1 | -5.0 | -11.0 | /
Cc1ccc(C(C)CCN2CCC(NS(C)(=O)=O)CC2)o1 (centres undefined) | -1.6 | -13.4 | -2.1
O=C(CSc1ncc(-c2ccc(Cl)cc2)o1)Nc1ccnn1C1CCCC1 | -19.6 | -4.7 | 17.4
CN(CC1CC1)CC1CCN(C2CCN(c3ccccc3Cl)C2=O)C1 (centres undefined) | -5.5 | / | 1.7
Cc1ncsc1CCCNC(=O)CC1C(=O)NCCN1CC(C)C (centres undefined) | -8.8&-4.5 | -10.7&-4.9 | -0.5&1.5
Cc1cc(S(=O)(=O)N2CCCC2C(=O)N2CC(O)CC2C(N)=O)c(C)cc1Cl (centres undefined) | 1.3 | / | -2.2
c1ccc(-c2nnc3sc(-c4cccs4)nn23)cc1 | -1.7 | / | 8.1
CCC(CC)C(=O)N1CCN(C(=O)c2cn(CC)cc3c(=O)n(-c4ccccc4)nc2-3)CC1 | -8.1 | -5.2 | 0.9
O=c1oc2ccccc2cc1-c1nnc(Nc2cccc(C(F)(F)F)c2)s1 | -8.1 | / | -4.0

# In the list so far, these have a nitro group on carbon.
molecule | hcGAS lum | mcGAS inh | NPYLR7 agonist
COc1ccccc1Cc1nc2c(c(N3CCOCC3)n1)CN(C(=O)c1ccc([N+](=O)[O-])cc1)CC2 | -14.3 | -5.5 | -3.3
N#Cc1cc2[nH]c3ccccc3c2n(-c2ccc([N+](=O)[O-])cc2)c1=N | 1.7&5.2 | -1.1 | 0.6&1.9

# Next part
Molecule | hcGAS lum | mcGAS inh | NPYLR7 agonist
Cc1cc(C)c(C(=O)CSc2nnc(N3CCCC3)n2CC2CCCO2)cc1C (centres undefined) | -8.3 | / | 1.2
S=c1nn[nH]n1Cc1ccccc1 | 3.9 | -0.9 | 4.0
CC1(C(=O)Nc2ccccc2F)CCN1C(=O)c1ccco1 (centres undefined) | -11.5 | / | 1.5
CCCCCCCCCCCC(=O)N1CCSC1c1ccc(OC)c(OCc2ccccc2)c1 (centres undefined) | 1.3 | -2.9 | 29.7
COc1ccc(C(NC(=O)C2=NNC(=O)CC2)c2ccncc2)cc1 (centres undefined) | -3.6 | -19.2 | 0.8
CCOc1cccc(-c2cccc(-n3cnnc3)c2)c1 | -3.5 | / | -1.5
CCOC(=O)N1N=C(c2ccccc2)CC1(O)C(C)(F)F (centres undefined) | -8.5 | / | -4.2
N#Cc1ccc(NC(=O)/C=C/c2cnn(-c3ccccc3)n2)cc1 | -11.2 | -15.2 | 9.0
CCOC(=O)C1(Cc2ccccc2F)CCCN(C(=O)CCc2ccc3c(c2)OCO3)C1 (centres undefined) | -0.6 | / | 3.9
COc1ccc(CCNC(=O)c2cccnc2N2CCN(C(=O)c3sccc3Cl)CC2)cc1OC | -9.3 | -7.3 | 17.9
CC(C)C(=O)Nc1c2c(nc3c1CCC3)CCC2 | -1.6 | -2.1 | 11.4
Cc1cc(C)c2c(c1C(=O)NCc1ccc3ccccc3c1-c1ccccc1)CC(C)(C)C2=O | -4.9 | -2.6 | -4.0
CC(C)(C)c1ccc(-c2cn(-c3ccccc3)c3[n+]2CCCS3)cc1 | 3.0 | / | 4.6
Cn1cc(NC(=O)NC2CCCCCC2)c2ccccc21 | -7.2 | -9.7 | 1.6
Cc1nc(COc2ccccc2C(=O)NC2CCCC2)cs1 | -12.4 | -7.0 | 7.0
CCCCCC(=O)Nc1c(-c2cc(F)ccc2F)nc2ccccn12 | -3.4 | -2.1 | -12.6
CC(C)CC(=O)Nc1cc(Br)ccc1S(C)(=O)=O | 4.2&4.6 | -2.1 | -29.5&2.0
C=CCN(C(=O)C1Cc2ccccc2C(=O)O1)c1nc(-c2ccc([N+](=O)[O-])cc2)cs1 (centres undefined) | 9.7 | 2.6 | 1.7
O=C(Nc1ccccc1N1CCCCCC1)C1CCN(c2ccc3nnc(C(F)(F)F)n3n2)CC1 | -0.2 | -3.2 | -2.4
Cc1c(CN(C)CCN(C)C2CCCC2)cnn1C | -17.2 | -5.9 | /
Cc1cc(C)nc(N(C)CCCc2cnn(C)c2)n1 | -7.9 | -9.9 | -1.4
O=c1ccc(-c2ccc(F)cc2)nn1CCCNS(=O)(=O)c1cccs1 | -0.2 | / | -0.6
COc1cc2nc(CN(Cc3ccc4c(c3)OCO4)C3CCCC3)[nH]c(=O)c2cc1OC | -8.6 | / | 3.2
Cc1ccc(C2=NNC(=Nc3ccc(F)cc3)SC2)cc1[N+](=O)[O-] | -5.1 | / | 13.5
CC1(COc2ccc(-c3nc(Cc4ccccc4)no3)cn2)CCCNC1 (centres undefined) | -6.1 | / | 14.0

# (listing goes on)
Molecule | hcGAS lum | mcGAS inh | NPYLR7 agonist
COc1ccc(N2CCN(c3cc(C(=O)NCc4ccc(C)o4)c4ccccc4n3)CC2)cc1 | -4.8 | -5.7 | 30.2
O=c1c2cnn(CCO)c2ncn1Cc1ccc(C(F)(F)F)cc1 | -16.7 | / | 18.0
Cc1cccc(Nc2cc3c(cn2)cc(-c2ccccc2)n3C)c1 | 1.4 | -4.8 | -2.2
Clc1ccc2nc(C3CCCN3Cc3nc(-c4ccc5c(c4)OCO5)no3)[nH]c2c1 (centres undefined) | 3.0 | -0.4 | -5.0
N=c1sccn1C1SC(=O)N(c2ccccc2)C1=O (centres undefined) | -1.4 | / | -6.6
CCCCNS(=O)(=O)c1cccc(NS(=O)(=O)c2ccc(C)c(C)c2)c1 | -6.5 | / | 2.8
O=C(Nc1ccc(C2SCC(=O)N2c2ccc(F)cc2)cc1)C1CCCC1 (centres undefined) | -5.5 | -5.0 | /
C=CCN=c1scc(-c2ccc(C)cc2)n1N=Cc1ccc(F)cc1 | -5.0 | / | -1.7
Cc1cc(N2CCCN(c3nccc(-c4c(C)nn(C)c4C)n3)CC2)ccn1 | -4.8 | -9.4 | 12.1
Cc1ccc(NC(=O)Cn2nc(C3CC3)c3cnn(-c4ccccc4C)c3c2=O)cc1 | -8.4 | / | 7.1
COc1cccc(CN2CCC2(C)C(=O)NCCc2ccccn2)c1F (centres undefined) | -9.1 | / | 7.9
CCCCCCCCS(=O)(=O)N1CCN(c2nc(CCC)nc3onc(-c4ccccc4)c23)CC1 | -2.5 | -5.9 | /
COc1ccc(OC2CCN(C(C)=O)CC2)c(C(=O)N(C)Cc2ccccc2)c1 | -10.3 | -11.5 | -1.2
CN(CC1OCCO1)C(=O)c1ccc2nc(-c3ccccc3O)[nH]c2c1 | -1.3 | -4.3 | -2.4
CCc1noc(-c2ccc(C)c(NC(=O)C3=CCCCO3)c2)n1 | -8.7 | / | -20.5
CC1CCCN(C(=O)Nc2c[nH]c3ccccc23)C1 (centres undefined) | -5.8 | -9.5 | -0.2
